High-throughput results: PubChem BioAssay, National Center for Advancing Translational Sciences (NCATS)
Mm-Cpn inhibitor: blocks the Methanococcus maripaludis chaperonin Mm-Cpn; purified Mm-Cpn ATPase, ADP Transcreener TR-FRET; Potency, µM (titrated, usually from 76.9 µM), for the others: at the top dose activity, negative = inhibition, usual class: inhibitors; 330,000 compounds, 0.031% hits; also: potency is read from the fitted curve at half-maximal effect; % is scaled to controls: 0 for no effect and ±100 for the full control effect; nearly all actives have a fitted effect of over 80% in size
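Purified archaeal Mm-CPN (25nM final) preincubated 10 min at 37degC with compound, then 10uM ATP for 30 min at 37degC; ADP measured by HTRF Transcreener TR-FRET; buffer 30 mM TRIS pH 7.4, 100mM KCl, 5mM MgCl2, 1mM DTT.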
aSyn rescue: rescues yeast growth from alpha-synuclein toxicity | Yeast expressing alpha-synuclein, growth rescue, BacTiter-Glo, 24 h | Potency, µM (series often up to 46.1 µM), without a hit: at the highest dose growth rescue (activation), most hits filed as activators | 370,000 compounds, 0.14% hits | AID 652106; also: potency is read from the fitted curve at half-maximal effect; % of control where 0% means no effect; nearly all actives have a fitted effect of over 65% in size
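Rescue of yeast growth: cells expressing toxic alpha-synuclein, induced in galactose at OD600 0.02, incubated with compound 24 h at 30 C. ATP luminescence quantified growth; inhibitors of toxicity appear as activators.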
pAkt inh: blocks phosphorylation of Akt; Neuro2A IGF-stimulated pAkt S473 HTRF, 20 min; active compounds read low; activity change, % for hits at 50 µM; 360,000 compounds, 0.32% hits; AID 651550; in the data active = activity change below about -80%; inconclusive = mostly about -51% to -80%; also: % is scaled to controls: 0 for no effect and ±100 for the full control effect
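Single-point screen (50 µM final compound) in Neuro2A cells stimulated 20 min with 6 nM IGF at 37 deg C. After lysis, Ser473-phosphorylated Akt read by HTRF (ex 330 nm, em 615/665 nm) as the 665/615 ratio.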
PTHR1 ag: activates the human parathyroid hormone receptor PTHR1; Q03431; AID 743266; 410,000 compounds, 0.075% hits; HEK293 GP2 PTHR1 cells, GloSensor cAMP luminescence, 1 h; Potency, µM (top dose mostly 115 µM), without a hit: at the top dose activation, usual class: activators; also: potency is read from the fitted curve at half-maximal effect; nearly all actives have a fitted effect of over 55% in size; some results filed as inactive show a strong effect at the top dose; inactives centre near -15; many of its hits are not listed in these tables
Target sequence (Q03431 whole entry, looked up): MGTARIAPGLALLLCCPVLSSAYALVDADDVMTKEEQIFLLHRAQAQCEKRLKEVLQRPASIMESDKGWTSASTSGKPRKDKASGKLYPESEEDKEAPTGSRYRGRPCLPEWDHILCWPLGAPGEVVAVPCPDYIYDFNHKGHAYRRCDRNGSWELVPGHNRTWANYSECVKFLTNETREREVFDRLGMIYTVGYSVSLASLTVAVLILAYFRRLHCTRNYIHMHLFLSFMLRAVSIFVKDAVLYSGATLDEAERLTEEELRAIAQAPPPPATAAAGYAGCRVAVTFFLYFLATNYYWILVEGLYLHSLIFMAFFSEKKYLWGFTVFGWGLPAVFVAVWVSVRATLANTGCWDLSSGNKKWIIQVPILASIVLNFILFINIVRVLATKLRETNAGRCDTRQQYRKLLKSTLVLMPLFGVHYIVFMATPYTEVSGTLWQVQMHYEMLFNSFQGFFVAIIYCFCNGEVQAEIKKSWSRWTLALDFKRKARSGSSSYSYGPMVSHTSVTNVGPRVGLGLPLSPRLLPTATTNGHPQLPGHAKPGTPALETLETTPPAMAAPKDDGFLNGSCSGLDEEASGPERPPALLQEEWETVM
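HEK-293-derived GP2 cells expressing PTHR1 and a GloSensor cAMP reporter, 3,000/well, plated overnight, given luciferin plus IBMX (each 0.5 mM as added) for 1 h at 37 °C, then compound for 1 h at 37 °C. Luminescence was read after 15 min at room temperature.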
GLP-1R inv ag: acts as inverse agonist at human GLP-1 receptor | P43220 | HEK293 GLP-1R CRE-luciferase, luminescence, 24 h; GLP-1R form is constitutively active | Potency, µM (titrated, usually from 38.3 µM), inactives show at the highest dose activity change, negative = inhibition, actives largely listed as inhibitors | 410,000 compounds, 1.6% hits; also: potency is read from the fitted curve at half-maximal effect; % is scaled to controls: 0 for no effect and ±100 for the full control effect; nearly all actives have a fitted effect of over 55% in size
Target sequence (P43220 whole entry, looked up): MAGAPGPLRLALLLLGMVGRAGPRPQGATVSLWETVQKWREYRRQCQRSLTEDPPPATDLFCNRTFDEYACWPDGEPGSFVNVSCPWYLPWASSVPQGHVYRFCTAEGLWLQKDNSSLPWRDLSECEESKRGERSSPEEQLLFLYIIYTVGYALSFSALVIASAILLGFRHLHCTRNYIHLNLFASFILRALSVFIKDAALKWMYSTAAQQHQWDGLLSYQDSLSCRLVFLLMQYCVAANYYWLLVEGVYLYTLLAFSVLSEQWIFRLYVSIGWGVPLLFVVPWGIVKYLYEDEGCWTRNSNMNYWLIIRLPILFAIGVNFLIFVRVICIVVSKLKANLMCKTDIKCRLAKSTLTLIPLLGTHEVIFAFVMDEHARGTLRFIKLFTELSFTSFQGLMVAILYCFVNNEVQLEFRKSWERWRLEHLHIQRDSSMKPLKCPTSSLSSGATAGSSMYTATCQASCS
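Luminescence readout: a drop in cAMP-driven luciferase signal flags inverse agonism at a constitutively active GLP-1R stably expressed in HEK293. Compound exposure lasted 24 hr at 37 deg C, 5% CO2.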
FUS suppressor: FUS proteinopathy suppression in yeast; 390,000 compounds, 0.24% hits; S. cerevisiae FUS-expressing, growth rescue, OD600, 24 h; Potency, µM (titrated, usually from 76.6 µM), for inactives: at the highest dose growth rescue (activation), usual class: activators;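 also: potency is read from the fitted curve at half-maximal effect; plate controls were DMSO vehicle for no effect and reference control for full effect; nearly all actives have a fitted effect of over 55% in size; some results filed as inactive show a strong effect at the top dose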
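Steps: raffinose overnight preculture; dilution to OD 0.005 in 2% galactose minimal medium; compound addition (concentration series); 24hr at 30C, 99% humidity; absorbance read at 600 nm.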
GLP1R cytotox: cytotoxic in the GLP-1 receptor inverse agonist counter-screen; HEK293 cAMP-luciferase reporter cells, luminescence, 24 h; Potency, µM (doses to about 38.3 µM), for inactives: at the top dose activity change, negative = inhibition, usual class: inhibitors; 410,000 compounds, 0.13% hits; AID 624418;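 also: loss of luciferase light is scored as toxicity; potency is read from the fitted curve at half-maximal effect; % is scaled to controls: 0 for no effect and ±100 for the full control effect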
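Luminescence readout: signal drop marks cytotoxicity. Plated cells grew 12 h at 37 °C, 5% CO2, received 23 nL compound for 24 h, then got luciferase reagent, read after 12 min at RT.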
TDP-43 yeast inh: TDP-43 toxicity inhibition in yeast; AID 652104; Potency, µM (doses to about 46.1 µM), for the others: at the highest dose growth rescue (activation), usual class: activators; 410,000 compounds, 1.8% hits; TDP-43 expressing yeast growth rescue, BacTiter-Glo, 24 h; also: potency is read from the fitted curve at half-maximal effect; % of control where 0% means no effect; nearly all actives have a fitted effect of over 50% in size
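Yeast expressing TDP-43 (pregrown in raffinose, seeded at OD600=0.02 in galactose medium) exposed to compounds 24 hr at 30 deg C. Growth read by BacTiter-Glo luminescence; rescue of toxicity appears as increased signal.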
Abeta yeast res: compounds reversing amyloid beta toxicity in yeast. yeast expressing A-beta42, growth rescue, OD600, 48 h; response scale: 0% DMSO, 100% iron-clioquinol control. AID 1347071. Potency, µM (doses to about 46.1 µM), without a hit: at the highest dose growth rescue, usual class: activators. 410,000 compounds, 0.063% hits; also: potency is read from the fitted curve at half-maximal effect; nearly all actives have a fitted effect of over 55% in size
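Yeast A-beta toxicity model in growth medium with pinned compounds, 48 h at 30 C; growth read as absorbance at 600 nm. Normalized to FeCl3/clioquinol equimolar mix (positive) and DMSO (negative).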
Active calls of the source: *; i = inactive; ? = inconclusive; . = not tested or not shown; & = joins results of further samples; [ ] = remark or other dose. Unless noted, calls follow the shape of the dose curve; as a rule, active = well fitted curve in the direction sought with a large enough effect; inconclusive = small, poorly fitted or top-dose-only effect, or another doubt; inactive = no such curve, though single readings can be large; an effect the other way counts as inactive or inconclusive.

SMILES | Mm-Cpn inhibitor | aSyn rescue | pAkt inh | PTHR1 ag | GLP-1R inv ag | FUS suppressor | GLP1R cytotox | TDP-43 yeast inh | Abeta yeast res
Cc1ccc(CNC(=O)CSc2nc(C)cs2)cc1 | 1% | 0% | i | i | 6% | -4% | -25% | -3% | -13%
COc1ccc(S(=O)(=O)N2CCOC2CNC(=O)C(=O)NCCCc2ccccc2)cc1 (stereo not drawn) | 1% | 8% | i | -24% | -15% | . | -1% | 22% | 2%
Cc1cccc(C(=O)NCc2nnc(SCC(=O)NC3=NCCS3)n2C)c1 | 2% | -6% | i | 12% | -17% | 12% | 8% | -38%[inhibitor] | -15%
COc1ccc(CCC(=O)OCC(=O)Nc2sccc2C(N)=O)cc1OC | -1% | -1% | i | -47%[inhibitor] | -5% | -12% | 1% | 2% | 11%
CCc1ccc(OCC(=O)NNC(=O)c2cnccn2)c(Br)c1 | 0% | ? | i | i | 1% | 4% | -6% | 25µM* | 25µM*
CN(C(=O)COC(=O)c1cc(S(=O)(=O)N2CCOCC2)ccc1Cl)C1CCS(=O)(=O)C1 (stereo not drawn) | -2% | 0% | i | -11% | -18% | 12% | 2% | 0% | -6%
Cc1ccc(-c2cc(C(F)(F)F)n3ncc(C(=O)NCc4ccco4)c3n2)cc1 | 0% | 0% | i | i | ? | -8% | 10% | ? | 31%
COc1cccc(C2=NOC(C(=O)Nc3ccc(C(C)=O)cc3)C2)c1 (stereo not drawn) | -5% | 18% | i | -17% | 18% | 2% | 5% | ? | -12%
C=CCC[C@H](Cc1ccc(F)cc1)C(=O)OC[C@@H](C)NC(=O)[C@@H](CC=C)CC(=O)N[C@H](CO)Cc1ccccc1 | 2% | -3% | i | -92% | -35% | 25µM* | ? | -2% | 2%
Cc1cc(N2CCN(Cc3cn(C)nc3-c3ccccc3F)CC2)cc(C)n1 | 0% | -1% | i | i | -6%[0.307 µM] | 19% | 0%[0.307 µM] | -16% | -9%
O=C(CCS(=O)(=O)c1ccccc1)Nc1nccs1 | 3% | -13% | i | -16% | 0% | -33% | 1% | 11% | -9%
O=C1CN(C(=O)COC(=O)c2ccc([N+](=O)[O-])s2)c2ccccc2N1 | -5% | -2% | i | -5% | -2% | . | -15% | ? | 3%
CCc1ccc(OCc2cc(=O)n3c4c(sc3n2)CCCC4)cc1 | . | . | . | -13% | 12% | -23% | 1% | 17% | 2%
CCOC(=O)C1=C(OCc2ccc(Cl)cc2)C2C=C(C)C=CC2N=C1 (stereo not drawn) | -3% | 8% | i | -9%[57.5 µM] | -22% | 9% | -19% | 8% | 5%
O=CN1CCN(C(C(=O)NC2CCCCC2)c2cc3c(cc2[N+](=O)[O-])OCO3)CC1 (stereo not drawn) | 0% | 3% | i | i | 16% | 12% | 0% | 10% | -7%
CC(=O)Nc1ccc(S(=O)(=O)N(C)CC(=O)OCC(=O)N2CCCCCC2)cc1 | 1% | -5% | i | i | 3% | -24% | -10% | 6% | 9%
O=C(/C=C/c1ccccc1)NC1CCSC1=O (stereo not drawn) | 0% | 9% | i | i | 7% | 9% | -14% | 3% | 8%
COc1ccc2sc(-c3ccccc3OC)c(-c3ccc4c(c3)OCCO4)c2c1 | ? | 6% | i | -14% | ? | -4% | 10% | 11% | -5%
Cc1cccc(NC(=S)Nc2ccc(Oc3ccccc3)cc2)n1 | -1% | -14% | i | -91%[inhibitor] | ? | . | ? | ? | 21%
c1ccc(Cn2cc(CN3CCCCO3)c(-c3ccc4c(c3)OCO4)n2)cc1 | -2% | 8% | i | -33% | 11µM* | 17% | -9% | ? | 11%
CC1CCCN(C(=O)CN2C(=O)CSc3ccc(S(=O)(=O)N4CCOCC4)cc32)C1 (stereo not drawn) | -1% | 2% | i | -2% | -17% | 0% | -9% | 0% | 11%
CCc1ccccc1Nc1ncnc2c1cnn2-c1ccc(Cl)cc1 | . | . | . | -17% | ? | -19% | -5% | -2% | 11%
CCC(=O)N1CCc2cc(S(=O)(=O)NC(Cc3ccccc3)C(=O)Nc3ccc(C)cc3)ccc21 (stereo not drawn) | . | . | . | -19% | -11% | 15% | 5% | 13% | -4%
Cc1cc(Nc2nnnn2-c2ccccc2)n(-c2ccc(Cl)cc2)n1 | 1% | -2% | i | -15% | ? | 15% | -8% | -3% | 8%
NNC(=O)[C@H](Cc1ccccc1)NC(=O)Nc1ccc2c(c1)OCCO2 | 0% | 0% | i | i | 7% | ? | 12% | -15% | 5%

Later entries.
SMILES | Mm-Cpn inhibitor | aSyn rescue | pAkt inh | PTHR1 ag | GLP-1R inv ag | FUS suppressor | GLP1R cytotox | TDP-43 yeast inh | Abeta yeast res
CCNC(=S)N1CCc2cc(OC)c(OC)cc2C1COc1ccc(F)cc1 (stereo not drawn) | -4% | 9% | i | i | ? | 34% | 18% | 30% | -2%
CCN(CC)c1ccc(C(=O)OCC(=O)N(C(C)C)C(C)C)cc1 | -1% | 0% | i | i | -19%[7.66 µM] | 11% | 11%[7.66 µM] | 4%[9.22 µM] | -6%
Cc1ccc(CNc2nc(-c3cccs3)nc3ccccc23)cc1 | -10% | -9% | i | -1% | ? | 17% | 2% | 4% | -4%
O=S(=O)(c1ccccc1)c1nnn2c1nc(NCc1ccc(F)cc1)c1sccc12 | . | . | . | -8% | 7% | -8% | 2% | 8% | -8%
O=C(CSCC(=O)Nc1nccs1)Nc1ccccc1 | 0% | 6% | i | i | 0% | -6% | -5% | 1% | 17%
N#CCC(=O)Nc1ncn(Cc2ccccc2Cl)n1 | 3% | 2% | i | i | 0% | . | 4% | 7% | 7%
COc1ccc(C(=O)NNC(=O)CSc2nnnn2C)cc1 | 1% | -3% | i | -14% | 0% | 10% | 8% | 11% | -11%
CCOc1ccc(NC(=O)CCn2nc(C)c(S(=O)(=O)N3CCCCC3)c2C)cc1 | 0% | -1% | i | i | -4%&-23% | -1%&8% | -10%&-8% | -3%&-8% | 11%&-9%
O=[N+]([O-])c1ccccc1CNC(Cc1ccccc1)c1ccccc1 (stereo not drawn) | 0% | 12% | i | -16%[57.5 µM] | ? | 4% | 4% | -12% | 11%
Cc1cc(C)n2c(SCC(=O)Nc3c(C)n(C)n(-c4ccccc4)c3=O)nnc2n1 | -1% | -3% | i | -22%[57.5 µM] | 1% | 19% | 2% | -10% | -7%
CCC(Cn1nnc2ccccc2c1=O)NC(=O)Nc1ccccc1OC (stereo not drawn) | . | . | . | i | 1% | -7% | 1% | -3% | -10%
Cc1ccc(C)c(OCC(=O)OCc2csc(CC(=O)Nc3ccccc3C)n2)c1 | . | 11% | i | -1% | 5% | 23% | 6% | -3% | 3%
CCCNC(=O)NC(=O)CSc1nc(C)cs1 | 4% | 5% | i | -3% | 19% | 13% | 0% | 3% | 15%
O=C(c1ccc2c(c1)C(=O)N(CCCO)C2=O)c1ccc2c(c1)C(=O)N(CCCO)C2=O | 0% | -2% | i | i | 2% | -27% | 10% | -12% | 6%[9.22 µM]
COC(=O)c1ccc(NC(=O)CSc2nnc(C3CC3)n2C)cc1 | -1% | 2% | i | -6% | 21% | -16% | 29% | -33%[inhibitor] | -9%
COc1ccc(/C=C(\NC(=O)c2ccc(C)cc2)C(=O)NCCCn2ccnc2)cc1 | 1% | -8% | i | i | 9% | 10% | 2% | -11% | -4%
CCC(C)(C)NC(=O)C(c1ccc(F)cc1)N(Cc1ccccc1)C(=O)c1cnccn1 (stereo not drawn) | -1% | -2% | i | i | ? | 33% | -18% | -20% | 12%
Cc1ccccc1Nc1nc(N)nc(CSCC(=O)Nc2cccc(Br)c2)n1 | -5% | -3% | i | -8% | ? | 30% | -22% | -21% | -7%
O=C(Nc1cccc(C(F)(F)F)c1)c1csc([C@H]2C[C@H](O)[C@@H](CO)O2)n1 | . | -14% | . | -8% | -1% | -3% | 4% | -2% | -2%
CCCSc1ccc(C(=O)Nc2ccc(Cl)cc2)cn1 | -5% | -5% | i | -79%[inhibitor] | -26% | -7% | 5% | 15% | -8%
COc1ccc2nc(C)cc(SCC(=O)N/N=C/c3ccccc3)c2c1 | 1% | -8% | i | -42%[inhibitor] | 3% | . | -26% | 0% | -4%
O=C(NCc1ccco1)NC1CCCCC1 | 1% | 1% | i | i | -13% | -2% | 8% | 14% | 24%
O=C(NC1CCCCC1)[C@@H]1CSC2c3ccccc3C(=O)N21 (stereo partly drawn) | 0% | -1% | i | -24% | -22% | 10% | 0% | -10% | 0%
O=C(N/N=C/c1ccc([N+](=O)[O-])s1)c1cccc(Br)c1 | 3% | ? | i | i | ? | -14% | -37% | 16% | 20%
CC(=O)NS(=O)(=O)c1ccc(N=NN2CCCCCC2)cc1 | 2% | -3% | i | -19% | -3% | -10% | -5% | 9% | -19%
O=S(=O)(NCc1nnc2ccccn12)c1ccc(F)cc1 | 0% | -4% | i | i | 17% | 16% | 5% | -2% | -2%
CC(=O)Nc1ccc(NC(=O)CSC2=NS(=O)(=O)c3cc(Cl)ccc3N2)cc1 | 1% | -12% | i | -24% | 22% | 13% | 13% | -3% | 3%

A portion of the library; the hit share may differ from the screen's.
